CHRM5 antagonist – human M5 muscarinic receptor antagonists, primary screen, CHO cells, Fluo-8 calcium fluorescence; inhibition, % at 3 µM; CHO-hM5 cells, ACh EC80; Muscarinic acetylcholine receptor M5 (Homo sapiens), P08912; actives 0.59% (n = 360,000);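 active = inhibition above a per-plate cutoff, the mean of that plate's test compounds plus 3 SD, cut at about 27% in these data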;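 note: 0% = acetylcholine EC80 with DMSO and 100% = DMSO without agonist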
CHRM1 PAM – human M1 muscarinic receptor positive allosteric modulators, primary screen, CHO-K1 cells, Fluo-8 calcium fluorescence, 1536-well; actives 0.088% (n = 360,000); AID 588819, 2011; activation, % at 3 µM; CHO-K1 hM1, ACh EC20; 0% = ACh EC20, 100% = maximal ACh; in the data active = activation above about 19%, passing the limit was not always enough
Target sequence (P11229 whole entry, looked up): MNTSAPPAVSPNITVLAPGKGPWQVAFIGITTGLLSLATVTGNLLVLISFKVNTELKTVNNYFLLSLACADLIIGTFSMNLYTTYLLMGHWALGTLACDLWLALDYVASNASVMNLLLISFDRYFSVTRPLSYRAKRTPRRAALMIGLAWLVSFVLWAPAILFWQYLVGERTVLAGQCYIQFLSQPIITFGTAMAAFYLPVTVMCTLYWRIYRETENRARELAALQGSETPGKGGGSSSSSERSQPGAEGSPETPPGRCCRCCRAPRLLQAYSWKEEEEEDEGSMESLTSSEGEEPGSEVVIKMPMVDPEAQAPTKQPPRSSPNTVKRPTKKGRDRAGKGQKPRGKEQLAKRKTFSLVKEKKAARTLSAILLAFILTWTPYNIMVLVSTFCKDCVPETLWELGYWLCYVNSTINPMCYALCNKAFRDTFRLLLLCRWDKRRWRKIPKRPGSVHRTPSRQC
CHRM4 PAM – human M4 muscarinic receptor positive allosteric modulators, primary screen, CHO-K1 cells, Fluo-8 calcium fluorescence | activation, % at 3 µM | CHO-K1 hM4/Gqi5, ACh EC20; 0% = ACh EC20, 100% = maximal ACh | actives 0.4% (n = 360,000) | Muscarinic acetylcholine receptor M4 (Homo sapiens), P08173;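 active = activation above its plate's cutoff, the mean activation of sample wells plus 3 SD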; note: some results filed as inactive read as strong as hits
Target sequence (P08173 whole entry, looked up): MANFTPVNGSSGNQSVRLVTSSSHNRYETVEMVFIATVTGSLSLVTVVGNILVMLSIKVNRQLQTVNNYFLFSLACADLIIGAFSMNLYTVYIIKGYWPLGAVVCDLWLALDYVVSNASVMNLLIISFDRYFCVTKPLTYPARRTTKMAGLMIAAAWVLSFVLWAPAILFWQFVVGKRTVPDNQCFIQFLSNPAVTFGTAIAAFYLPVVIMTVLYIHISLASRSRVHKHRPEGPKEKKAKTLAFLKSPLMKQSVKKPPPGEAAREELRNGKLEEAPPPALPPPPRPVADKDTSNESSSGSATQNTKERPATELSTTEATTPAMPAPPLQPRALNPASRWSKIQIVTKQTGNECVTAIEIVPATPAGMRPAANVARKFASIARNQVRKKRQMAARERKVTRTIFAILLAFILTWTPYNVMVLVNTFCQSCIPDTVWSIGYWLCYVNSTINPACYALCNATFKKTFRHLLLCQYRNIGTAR
M5 ag – human M5 muscarinic receptor agonists, primary screen, CHO-K1 cells, Fluo-8 calcium fluorescence; CHO-K1 hM5 cells; 0% DMSO wells, 100% maximal acetylcholine response; activation, % at 3 µM; Muscarinic acetylcholine receptor M5 (Homo sapiens), P08912; actives 0.19% (n = 360,000);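 active = activation above the run's mean over test compounds plus 3 SD, cut at about 23% in these data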;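 note: signal is peak over basal fluorescence ratio across the kinetic read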
CRFBP-R2 agonist – agonists of CRF-BP/CRF-R2 complex, primary screen, cell-based, HEK293, calcium dye fluorescence, uHTS; actives 0.46% (n = 350,000); CRF-binding protein / CRF receptor 2 complex (human); calcium dye fluorescence (FLIPR); percent of saturating CRF peptide response; activation, % at 13.2 µM;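 active = activation of at least 50%, plus an integration ratio under a set limit after plate pattern correction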;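 note: plate controls were neutral control wells without compound for no effect and CRF at EC100 for full effect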
CHRM4 antagonist – human M4 muscarinic receptor antagonists, primary screen, CHO cells, Fluo-8 calcium fluorescence. Muscarinic acetylcholine receptor M4 (Homo sapiens), P08173. CHO-hM4 cells, ACh EC80. inhibition, % at 3 µM. actives 0.73% (n = 360,000);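 active = inhibition above its plate's cutoff, the mean inhibition of sample wells plus 3 SD, cut at about 27% in these data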;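 note: 0% = acetylcholine EC80 with DMSO and 100% = DMSO without agonist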
CHRM1 antagonist – human M1 muscarinic receptor antagonists, primary screen, CHO-K1 cells, Fluo-8 calcium fluorescence, 1536-well | CHO-K1 hM1, ACh EC80 antagonist | inhibition, % at 3 µM | actives 1.3% (n = 360,000) | AID 588852, 2011;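 active = percent inhibition above its own plate's cutoff, namely the mean of that plate's compound wells plus 3 SD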;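 note: peak over basal fluorescence ratio during 140 s after agonist addition; 0% = ACh EC80 plus DMSO and 100% = DMSO alone without agonist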
M4 ag – human M4 muscarinic receptor agonists, primary screen, CHO-K1 cells, Fluo-8 calcium fluorescence. Muscarinic acetylcholine receptor M4 (Homo sapiens), P08173. CHO-K1 hM4/Gqi5; vehicle 0%, full acetylcholine response 100%. activation, % at 3 µM. actives 0.14% (n = 360,000). AID 624127, 2012;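 active = activation above the run mean over all test wells plus 3 SD, cut at about 32% in these data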;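 note: peak over basal fluorescence ratio per well then scaled between controls; 0% = DMSO wells and 100% = acetylcholine at EC100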
CHRM5 PAM – human M5 muscarinic receptor positive allosteric modulators, primary screen, CHO-K1 cells, Fluo-8 calcium fluorescence; CHO-K1 hM5, ACh EC20 PAM; 0% = ACh EC20, 100% = ACh EC100; Muscarinic acetylcholine receptor M5 (Homo sapiens), P08912; activation, % at 3 µM; AID 624038, 2012; actives 0.3% (n = 360,000);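 active = activation above the run cutoff, the mean activation of all test compounds plus 3 SD, cut at about 18% in these data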
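System: CHO-K1 hM5 cells. Reagent: acetylcholine, EC20 level. Compound dosing: single dose, 3 µM nominal final test concentration. Timing: Post-acetylcholine fluorescence recording 140 s. Detection: Fluo-8 calcium fluorescence. Read-out: % activation, ACh-normalized. Benchmarks: ACh EC20 and EC100 wells. Repeats: singlicate, one well per test compound.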
* marks the source's active call; other numbers are inactive results; · = no result given; & = joins results of further samples.

SMILES | CHRM5 antagonist | CHRM1 PAM | CHRM4 PAM | M5 ag | CRFBP-R2 agonist | CHRM4 antagonist | CHRM1 antagonist | M4 ag | CHRM5 PAM
CC(=O)Nc1ccc(NC(=O)CSc2nc3nc(C)cc(C)c3c(=O)[nH]2)cc1 | -11.9 | 1.6 | 3.4 | -1.5 | -1.6 | 1.5 | -1.8 | -1.3 | 8.3
Cc1c(Cl)cccc1NC(=O)COC(=O)CCc1nc2ccccc2n1-c1ccccc1 | 0.8 | -0.1 | -4.9 | -2.8 | -0.6 | -8.8 | 1.8 | 0.1 | -2.9
CCOC(=O)Cn1c(=O)oc2cc(S(=O)(=O)NCc3cccs3)ccc21 | -1.8 | 6.2 | -2.6 | 1.1 | 1.0 | -5.7 | -15.6 | 2.1 | -5.1
CO/N=C(/CS(=O)Cc1ccccc1Cl)c1ccc(Cl)cc1Cl (stereo not drawn) | -1.3 | -12.2 | -0.8 | -0.9 | 0.1 | -0.2 | 17.6 | 1.4 | -1.1
O=C(Cc1csc(-c2ccc(Cl)cc2)n1)Nc1cccc(S(=O)(=O)NC2=NCCC2)c1 | -0.5 | 7.8 | -1.4 | -3.0 | -0.5 | 1.3 | -13.5 | 2.4 | -1.7
C=CCNc1cc(C(F)(F)F)nc(-c2ccccn2)n1 | -5.4 | 2.3 | 11.1 | 0.5 | -0.3 | -1.9 | 3.7 | 1.3 | 3.4
CCCCNC(=O)CSc1nc2ccc(Nc3nc(N4CCOCC4)nc(N4CCOCC4)n3)cc2s1 | 12.1 | -3.2 | -14.1 | 2.9 | -0.1 | -3.7 | 5.6 | 5.4 | -7.6
CCOc1ccccc1NC(=O)Cn1nnc(C(=O)Nc2ccc(C)cc2)c1N | -5.2 | 2.6 | -6.5 | -2.1 | -0.7 | 9.3 | -19.2 | 0.8 | 1.4
CC(=O)Nc1nonc1NC(=O)COc1ccccc1 | 16.1 | 1.9 | -2.6 | -1.2 | 1.3 | 10.0 | -0.4 | 0.2 | -0.2
O=C(Nc1cccc(Cl)c1)c1cnccn1 | 13.5 | 3.9 | 4.9 | -0.3 | -1.9 | -4.8 | -0.8 | 0.3 | -6.7
Cc1ccc(/C=N/n2c(-c3ccco3)n[nH]c2=S)s1 | -2.1 | 6.6 | -3.1 | 0.5 | -2.4 | 0.9 | -6.0 | 0.4 | -0.8
CC(=O)NNc1ncnc2ccccc12 | -2.3 | 8.7 | -4.1 | -0.4 | -0.4 | 2.8 | -4.2 | 0.8 | -5.0
O=C(c1cc(-c2ccccc2Cl)nc2ccccc12)N1CCN(c2ccccn2)CC1 | -1.1 | 12.0 | -1.4 | 7.1 | 2.5 | 7.8 | -16.0 | 1.0 | 11.8
Cc1c(NC(=O)c2ccc(S(=O)(=O)N3CCOCC3)cc2)c(=O)n(-c2ccccc2)n1C | 8.1 | 6.5 | 2.3 | -2.1 | 2.2 | -13.4 | -21.6 | 1.3 | 2.6
Cc1noc(NS(=O)(=O)c2ccc(NC(=O)CS(=O)(=O)c3ccccc3)cc2)c1C | -3.1 | 2.4 | 7.9 | -2.3 | -5.2 | -7.1 | -6.7 | 1.3 | -1.8
COc1ccc(NC(=O)c2nc(C)c(C3(C)CC(c4cccnc4)=NO3)s2)cc1 (stereo not drawn) | 6.0 | -11.2 | -2.1 | 4.4 | 1.2 | -2.7 | 8.0 | 7.9 | -2.2
CC(=O)C[C@H]1c2cc(C(F)(F)F)ccc2S(=O)(=O)N1C1CCCC1 | 4.6 | 3.1 | 0.1 | -4.7 | -1.9 | 5.5 | 0.4 | 1.6 | 7.0
COC(=O)[C@H](C)NC(=O)COc1ccccc1 | -2.6 | 8.4 | 10.2 | 0.3 | 4.1 | 5.7 | -9.2 | 0.8 | 1.7
O=C(CNC(=O)C1CCCCC1)OCC(=O)c1ccc(F)cc1 | 6.2 | 10.8 | 1.9 | 4.2 | -0.1 | 3.0 | -6.2 | 1.9 | 2.4
O=C(COC(=O)/C=C/c1ccco1)NCc1ccco1 | 3.6 | 10.3 | 1.2 | -1.5 | -0.1 | 6.0 | -5.9 | 0.6 | 2.8
Cn1ccc2c(N3CCCC3)cc3c(c21)C1CCC3O1 (stereo not drawn) | -5.9 | 6.6 | 0.7 | 3.4 | · | 4.9 | -3.0 | 0.5 | 2.5
COc1cc(/C=C/C(=O)OCC(=O)N2CCCC2)cc(OC)c1OC | 9.6 | 7.3 | 9.2 | 0.5 | 0.1 | -22.8 | -7.2 | 1.8 | -2.4
CCC1=NN(C(=O)c2ccc(Br)cc2)C(O)(c2ccc(C)cc2)C1 (stereo not drawn) | -5.2 | -1.0 | 21.5* | -2.5 | -1.7 | -16.1 | 0.4 | 0.3 | -3.5
COn1c(-n2nc(C)cc2C)nc2ccccc2c1=O | -9.0 | 1.0 | 0.8 | -1.4 | -0.3 | -7.8 | -18.4 | 0.5 | -3.6

Not a retest: entries from further up.
SMILES | CHRM5 antagonist | CHRM1 PAM | CHRM4 PAM | M5 ag | CRFBP-R2 agonist | CHRM4 antagonist | CHRM1 antagonist | M4 ag | CHRM5 PAM
Cn1ccc2c(N3CCCC3)cc3c(c21)C1CCC3O1 (stereo not drawn) | -5.9 | 6.6 | 0.7 | 3.4 | · | 4.9 | -3.0 | 0.5 | 2.5
COc1cc(/C=C/C(=O)OCC(=O)N2CCCC2)cc(OC)c1OC | 9.6 | 7.3 | 9.2 | 0.5 | 0.1 | -22.8 | -7.2 | 1.8 | -2.4
CCC1=NN(C(=O)c2ccc(Br)cc2)C(O)(c2ccc(C)cc2)C1 (stereo not drawn) | -5.2 | -1.0 | 21.5* | -2.5 | -1.7 | -16.1 | 0.4 | 0.3 | -3.5
COn1c(-n2nc(C)cc2C)nc2ccccc2c1=O | -9.0 | 1.0 | 0.8 | -1.4 | -0.3 | -7.8 | -18.4 | 0.5 | -3.6

Next part.
SMILES | CHRM5 antagonist | CHRM1 PAM | CHRM4 PAM | M5 ag | CRFBP-R2 agonist | CHRM4 antagonist | CHRM1 antagonist | M4 ag | CHRM5 PAM
O=C1CN(C(=O)CN2CCN(S(=O)(=O)c3ccccc3)CC2)c2ccccc2N1 | -3.4 | 5.7 | 2.7 | -0.8 | 0.0 | -10.1 | -12.9 | 2.1 | -0.1
COC(=O)c1ccc(NC(=O)c2ccc(OC(C)=O)c(OC)c2)cc1 | 11.4 | 5.1 | -5.1 | 0.6 | -4.2 | -6.8 | -6.0 | 5.2 | 0.7
COc1ccc(C(=O)NCc2ccc(Cl)cc2)cc1S(=O)(=O)N1CCCC1 | -5.7 | -3.9 | 5.9 | 1.6 | 1.0 | 2.6 | 8.9 | 4.1 | -3.9
O=C(CSc1ccc2nnc(-c3cccc(F)c3)n2n1)NCC1CCCO1 (stereo not drawn) | 3.0 | -0.1 | 16.6 | -5.8 | -0.9 | -13.5 | -6.8 | -0.2 | 1.6
COC(=O)c1sc(SC)c2c1CC(C)(C)C/C2=N/O | 11.6 | 14.7 | -0.2 | -5.1 | -0.8 | 18.8 | -12.9 | -2.2 | 1.6
CC(C)(C)NC(=O)CSc1ncnc2c1cnn2-c1ccccc1 | 9.6 | 5.9 | 0.5 | -2.0 | 2.2 | -9.6 | -20.1 | 4.4 | 8.4
OC(CNc1ccccc1)Cn1ccc2ccccc21 (stereo not drawn) | 9.5 | 6.2 | -0.9 | 1.8 | -0.8 | 4.5 | -3.7 | 0.8 | -2.0
C=CCn1c(=O)c2ccccc2n2c(SCc3nc4ccccc4s3)nnc12 | -3.0 | 5.3 | 7.5 | -1.8 | -0.8 | -3.4 | -3.3 | -1.2 | 4.7
CCCNS(=O)(=O)c1cc(CN2C(=O)c3cccnc3C2=O)ccc1OC | 4.0 | -0.1 | -2.0 | -2.8 | -1.3 | -6.0 | -4.7 | 0.8 | -2.8
COc1ccc2c(c1)nc(SCC(=O)c1ccc(Br)s1)n2C | -0.2 | -0.1 | 10.1 | 1.9 | -0.8 | 3.1 | -3.8 | 1.5 | 7.1
CC(C)(Oc1ccc(CCNC(=O)c2ccc(-c3ccccc3)o2)cc1)C(=O)O | -0.8 | 10.9 | 3.1 | -1.5 | 1.1 | -4.3 | -6.1 | -0.1 | 0.5
Cc1cc(F)ccc1NCc1cccnc1 | -6.5 | 5.4 | -0.1 | -11.7 | -0.4 | 3.9 | -8.4 | -0.2 | 6.5
Cc1ccc(S(=O)(=O)N2CCN(C(=O)CCC(=O)NC3CCCc4ccccc43)CC2)cc1 (stereo not drawn) | 1.4 | 2.0 | -2.2 | -1.7 | -0.1 | 3.2 | 3.5 | -0.2 | -5.0
CC1Oc2ccccc2N(CC(=O)NCc2ccc3c(c2)OCO3)C1=O (stereo not drawn) | 6.8 | 9.9 | 0.9 | -0.1 | -0.6 | -0.5 | -13.2 | 1.2 | -5.0
COc1ccc(CNC(=O)C[C@H]2C[C@H](C(=O)N3CCCCC3)[C@@]3(C)c4[nH]c5ccc(Cl)cc5c4CCN3C2=O)cc1OC | -5.2 | 7.3 | -1.8 | 4.1 | 0.0 | 2.7 | -12.9 | 4.2 | 4.1
COc1c(Cl)ccc(Cl)c1C(=O)NC(=O)Nc1nc(C)cc(C)n1 | 2.9 | 6.7 | 9.7 | -2.9 | -1.2 | -8.9 | -10.8 | -1.2 | 2.6
COc1ccc(/C=N/NC(=O)c2cc(C34CC5CC(CC(C5)C3)C4)[nH]n2)cc1OC | 12.9 | -4.2 | -7.8 | -0.1 | 0.8 | -3.4 | 3.3 | 4.7 | -10.6
COc1cccc(C2(O)CCN(C(=O)C3CC3)CC2)c1 | -2.7 | 3.3 | -2.0 | -3.5 | 0.3 | -4.8 | -6.4 | 0.0 | 1.4
CC1CN(C(=O)c2ccc(CNS(=O)(=O)c3cccc(C(F)(F)F)c3)cc2)CC(C)O1 (stereo not drawn) | 3.0 | 2.0 | 5.6 | 0.1 | -1.9 | 4.6 | 1.2 | 3.1 | 0.6
CN(C)CCN(C(=O)c1ccc(S(=O)(=O)N(C)c2ccccc2)cc1)c1nc2cc3c(cc2s1)OCCO3 | 3.2 | -3.7 | -8.3 | -3.4 | 2.7 | 6.5 | 6.4 | -0.1 | 4.2
CN(C)c1ccc(P(=O)(OCc2ccccc2)C(O)c2ccc(Br)cc2)cc1 (stereo not drawn) | 13.7 | 12.3 | -2.0 | -1.7 | 0.6 | -4.5 | -14.7 | 0.6 | 1.2
O=C(NCC1CCCO1)c1ccc(Br)o1 (stereo not drawn) | -1.4 | 3.2 | 5.8 | 3.9 | -1.5 | -14.4 | -3.4 | 1.8 | 1.9
Cc1c(NC(=O)CN2CC(C)OC(C)C2)c(=O)n(-c2ccccc2)n1C (stereo not drawn) | 1.8&-2.4 | 2.6&2.3 | 4.3&-3.4 | 1.6&1.7 | -1.4&-1.7 | -10.3&-2.8 | -9.7&-25.4 | 0.8&0.2 | -2.8&-10.1
